Casp6 inh: human caspase-6 inhibitors, primary screen, biochemical, VEID-R110 fluorescence, single point, set 2. hit rate 0.53% among 350,000. inhibition, % at 12.5 µM. purified caspase-6, Z-VEID-R110 cleavage fluorescence;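 active = mean inhibition across replicates at least about 35%, with every replicate also reaching that limit, limit read from the data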;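 also: 0% = median of neutral control wells and 100% = no fluorescence left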
Target sequence (P55212 24-179 limits assumed): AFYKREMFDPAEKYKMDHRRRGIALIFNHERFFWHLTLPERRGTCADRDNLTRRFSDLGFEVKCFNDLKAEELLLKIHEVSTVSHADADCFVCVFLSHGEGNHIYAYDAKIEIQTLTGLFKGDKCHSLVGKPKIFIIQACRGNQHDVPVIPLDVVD
Target sequence (P55212 194-293 limits assumed): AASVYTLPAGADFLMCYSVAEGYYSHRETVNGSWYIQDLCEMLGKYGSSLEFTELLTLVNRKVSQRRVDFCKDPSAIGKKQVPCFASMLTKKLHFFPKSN
FN deposition inh: inhibitors of fibronectin matrix deposition, primary screen, AH1F cells, Alexa488-fibronectin fluorescence, plate reader; AH1F fibroblasts, overnight; inhibition, % at 12.6 µM; hit rate 0.086% among 350,000; AID 743247, 2014;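 active = mean inhibition across replicates of 30% or more, regardless of how many single replicates reach that level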;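 also: positive control wells lacked labelled fibronectin entirely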
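Schedule: 1 h cell adhesion before compound, then overnight fibronectin incubation; test system: AH1F fibroblast monolayer depositing Alexa488-labelled fibronectin into matrix; quantity: 10000 AH1F cells per well; probe or stimulus: fluorescent fibronectin at 24 nM final; signal: fluorescence, ex 485 nm, em 525 nm; evaluation: percent inhibition as loss of matrix-bound fibronectin fluorescence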
PAX8 inh HTS: inhibitors of PAX8-driven TPO luciferase reporter, primary screen, RMG-I cells, single concentration; SteadyGlo, 24 h; inhibition, % at 12.6 µM; hit rate 1.2% among 360,000;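 active = mean replicate inhibition at least 60% with every replicate also reaching 60%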;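 also: luciferase light reporting Pax8 driven TPO promoter activity; plate controls were median of neutral control wells for no effect and mitoxantrone controls for full effect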
EWS-Fli inh: EWS/Fli-driven NR0B1 reporter inhibitors, primary screen, A673 cells, NR0B1 luciferase, luminescence, MLPCN library; viability-normalised; inhibition, % at 12.6 µM; hit rate 0.67% among 350,000; AID 651661, 2012;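 active = mean inhibition of at least 50% after viability correction, with every replicate also passing that limit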;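 also: firefly luciferase signal divided by Alamar Blue viability fluorescence both relative to DMSO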
LGR2 inh: inhibitors of bursicon-induced LGR2 CRE-luciferase signal, primary screen, cell-based, HEK293, CRE-luciferase reporter, bursicon stimulation; AID 720647, 2013; bursicon-stimulated, 4 h; hit rate 0.35% among 380,000; inhibition, % at 9.99 µM;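 active = drop in luminescence signal, shown as inhibition above about 50% in the replicate tests, limit read from the data, passing the limit was not always enough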;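 also: agonist challenge used bursicon conditioned medium at about half maximal strength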
miR-122 sensor: miR-122 Renilla sensor signal increase in Huh7, primary screen, miR-122 inhibitor project, cell-based, single point, plate reader | hit rate 0.3% among 340,000 | AID 602342, 2012 | activation (reporter increase), % at 12.5 µM | Huh7 miR-122 Renilla luciferase sensor, 48 h; neutral wells = 0, positive control = 100;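 active = mean replicate activation score at least 90 and every replicate individually at or above 90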;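 also: higher luciferase means less miR-122 activity so hits act as miR-122 inhibitors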
PGC1a acetyl inh: inhibitors of PGC1a acetylation signal, primary screen, cell-based, U2OS, AlphaScreen, inhibitor mode. AlphaScreen anti-acetyl-lysine; with virally co-expressed GCN5 acetyltransferase. inhibition, % at 15.6 µM. hit rate 0.17% among 350,000;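 active = every replicate shows inhibition of at least 40%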;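 also: 0% = neutral control wells and 100% = positive control wells; some results beyond the cut were filed as inactive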
Cneo AK release: Cryptococcus neoformans cell lysis inducers, primary screen, AK release luminescence, single concentration; C. neoformans lysis, adenylate kinase release luminescence, 4 h; normalised: neutral wells 0, clomiphene wells 100; lysis activity, % at 15 µM; hit rate 0.2% among 360,000;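 active = mean lysis activity across replicates of at least 80%, whatever share of replicates individually reach that level; inactive = mean lysis activity below 80%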
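Material – Cryptococcus neoformans yeast cells · Quantity – 5 × 10^6 yeast cells/mL · Buffer or medium – YPD medium · Compound – single dose · Timing – 4 h static compound exposure, 37 °C, read 1 h post-reagent · Signal – adenylate kinase release luminescence · Read-out basis – lysis from increased AK signal · Benchmarks – Clomiphene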
Starred values were filed as active, the others as inactive; nt = not tested or not shown; & = joins results of further samples; [ ] = dose if it differs, or a comment.

Below each compound: Casp6 inh, FN deposition inh, PAX8 inh HTS, EWS-Fli inh, LGR2 inh, miR-122 sensor, PGC1a acetyl inh, Cneo AK release
CCCCc1nc(SCc2ccc([N+](=O)[O-])cc2)n[nH]1
→ 0, 10, 1, -5, 9, 3, 5, nt
O=C(O)c1ccc(S(=O)(=O)Nc2ccc(O)c(Sc3nc4ccccc4s3)c2)cc1
→ 27, 5, 18, 12, -14, 5, 8, 3
Cc1cc(C)n(-c2ccc(F)cc2)c(=O)c1C(=O)O
→ nt, 19, -3, nt, nt, 2, 4, nt
COc1cccc(CNC(=O)C2(C)Oc3ccccc3NC2=O)c1 (stereo unspecified)
→ nt, 4, -9, nt, nt, -1, -16, 1
O=C(Nc1ccc(S(=O)(=O)N2CCOCC2)cc1)c1cccnc1
→ -1, -8, 9, 10, -14, nt, nt, nt
Cc1ccc2nc(-c3cccc(N)c3)[nH]c2c1
→ nt, 0, -52, nt, nt, -6, 3, -9
CO[C@@H]1CN(C)C(=O)c2ccc(NS(C)(=O)=O)cc2OC[C@H](C)N(CC2CCCCC2)C[C@@H]1C
→ -2, 5, nt, 1, 1, nt, -9, -3
CCCCN(C)C(=O)c1nc2ccccn2c1CNCCCn1ncc2ccccc21
→ 0, 9, 7, 12, 10, 16, 8, 3
COc1ccc(S(=O)(=O)Nc2ccc3c(c2)CC(=O)N([C@H](C)CO)C[C@@H](C)[C@@H](CN(C)S(=O)(=O)c2ccc(Cl)cc2)O3)cc1
→ 1, nt, 3, -6, -9, -1[16.7 µM], 7, 0
CCN1C(=O)/C(=C2/Sc3ccccc3N2CC)SC1=S
→ 1, -1, 2, 7, -1, 0, -21, 3
COC(=O)C1CCN(C(=O)c2cc(-c3ccco3)nc3ccccc23)CC1
→ 58*, -2, 19, -5, -6, 1, 12, -1
C[C@@H]1CN([C@H](C)CO)C(=O)CCCn2cc(nn2)CO[C@@H]1CN(C)C(=O)Nc1ccccc1
→ nt, 2, nt, -2, 5, 2[16.7 µM], -4, nt
CC(C)(O)CNC(=O)C(Cc1ccccc1)N1C(=O)c2ccccc2C1=O (stereo unspecified)
→ -2, 3, 8, -5, -13, nt, -3, -1
Cc1c(Cl)cccc1NC(=O)CNC(=O)Cc1c[nH]c2ccccc12
→ 1, -1, 24, 10, 13, 1, 4, -1
CC(C)C(=O)Nc1cc(=O)[nH]c2ncnn12
→ nt, -3, 2, nt, nt, -4, 5, -5
Cc1nc(S(=O)(=O)N2CCN(Cc3cccc(OCCO)c3)CC2)cn1C
→ 1, nt, -5, 2, nt, nt, nt, 55
Cc1ccc(S(=O)(=O)N2CCN(C(=O)C3CCCCC3)CC2)cc1
→ 0, nt, nt, 11, 3, 2, 7, 0
O=C(CN1CCN(C(=O)c2cccc(S(=O)(=O)N3CCCC3)c2)CC1)Nc1cccc(F)c1
→ -1, -3, 4, 3, 7, -6, 7, -1
Cn1c(SCC(=O)O)nnc1-c1cccc(NC(=O)c2cccc3ccccc23)c1
→ 0, -4, 8, -5, 0, nt, 5, nt
Cc1ccc(SCCN2CCC(NC(=O)OCc3ccccc3)CCC2=O)cc1 (stereo unspecified)
→ 2, 0, -3, -5, 6, -4, -12, 1
COc1cccc(/C=N/NC(=O)C(=O)N2CCCCCC2)c1O
→ -16, -3, 15, 6, 13, -5, nt, 4
CC(=O)NC(c1cccc(F)c1)c1nc(-c2cnc3ccccc3c2)cs1 (stereo unspecified)
→ -2, -12, 5, -38, -32, 2, -11, 1
Cc1ccc2nc(N(CCCN(C)C)C(=O)c3sc4ccccc4c3Cl)sc2c1
→ nt, nt, nt, nt, 7, 2, 7, 21
Cc1csc(Nc2nc(N)c(C(=O)Nc3cc(Cl)ccc3F)o2)n1
→ 2, 1, 1, 0, -6, 6, -24, -1
COc1ccccc1-c1cnc2c(c1)C(=O)N([C@H](C)CO)C[C@@H](C)[C@H](CN(C)C(=O)CC1CC1)O2
→ -1, -1, nt, 1, -4, -3[16.7 µM], -4, 2
CCCCCNC(=O)C(c1ccncc1)n1c(=O)c(-c2ccccc2)nc2ccccc21 (stereo unspecified)
→ 1, -19, -56, -50, -19, nt, nt, nt
CO[C@@H](CN(C)C(=O)c1cc(Cl)cc(Cl)c1)[C@@H](C)CN(C(=O)Nc1ccc(F)cc1)[C@@H](C)CO
→ 1, -10, nt, 1, 5, nt, 4, -6
CCCCn1c(SCC(=O)Nc2cc(C)on2)nnc1-c1ccco1
→ nt, -3, 2, nt, nt, -19, -7, -2
CCC(=O)NCCc1nc2cc(NC(=O)Nc3ccccc3)ccc2n1C
→ -2, -7, -70, -69, 9, 1, nt, -1
C[C@]12CCC[C@H](O1)c1c(cc3c(c1O)C(=O)c1c(O)cc(O)cc1C3=O)O2
→ nt, nt, nt, 1, nt, 5, -2, -9
Cc1ccc(/C=C2\Oc3c(ccc(O)c3CN3CCN(C)CC3)C2=O)cc1
→ nt, 4, -13, nt, -10, nt, -5, nt
CCC(C)(C(=O)NC1CCCC1)N(Cc1cccs1)C(=O)c1ccccn1 (stereo unspecified)
→ -5, 4, 3, 3, 9, nt, -17, nt
O=C1NC2(CCCCCC2)C(=O)N1Cc1ccc(F)cc1Cl
→ -1, -4, 6, -4, 7, -6, -4, -1
Cc1ccc(C(=O)N/C(=C\c2cn(S(=O)(=O)N(C)C)c3ccccc23)C(=O)NCCCN2CCOCC2)cc1
→ -5, 18, 3, 6, -12, -3, -6, 0
C=CCN(CC=C)C(=S)NC(=O)/C=C/c1ccccc1
→ nt, 6, -25, nt, -5, -1, -5, 1
COc1cc(OC)cc(C(=O)Nc2sc3c(c2C(N)=O)CCC3)c1
→ 2, -3, -81, -93, -42, 5, -10, -2
COc1ccc(CCNC(=O)C2CC(c3ccccc3F)=NO2)cc1 (stereo unspecified)
→ nt, -13, -4, -31, 7, 6, nt, 0
Cc1cc(S(=O)(=O)Nc2cccnc2)c(C)s1
→ nt, -1, 0, nt, nt, 10, -25, 0
COc1ccc(NC(=O)Nc2ccc3c(c2)C(=O)N([C@H](C)CO)C[C@@H](C)[C@H](CN(C)C(=O)CCCN(C)C)OCCCC[C@@H](C)O3)cc1
→ -1, nt, nt, -12, 2, 0[16.7 µM], 10, 0
CO[C@@H]1CN(C)C(=O)c2cc(NC(=O)Nc3ccc(Cl)c(Cl)c3)ccc2OC[C@@H](C)NC[C@@H]1C
→ nt, -11&9, 35, -1, 25, -9[16.7 µM], 3, -5

Part of the list above, as tab-separated lines:
Structure	Casp6 inh	FN deposition inh	PAX8 inh HTS	EWS-Fli inh	LGR2 inh	miR-122 sensor	PGC1a acetyl inh	Cneo AK release
Cc1ccc2nc(N(CCCN(C)C)C(=O)c3sc4ccccc4c3Cl)sc2c1	nt	nt	nt	nt	7	2	7	21
Cc1csc(Nc2nc(N)c(C(=O)Nc3cc(Cl)ccc3F)o2)n1	2	1	1	0	-6	6	-24	-1

(cont.)
Below each compound: Casp6 inh, FN deposition inh, PAX8 inh HTS, EWS-Fli inh, LGR2 inh, miR-122 sensor, PGC1a acetyl inh, Cneo AK release
Cc1oc(S(=O)(=O)N(C)C)cc1C(=O)Nc1ccc(F)cc1
→ 4, 8, -18, -7, -12, -5, -9, 5
CCOC(=O)N1CCN(Cc2nc3c(c(=O)n(C)c(=O)n3C)n2CCC(C)C)CC1
→ -1, -10, -4, 7, -6, -7, nt, -2
O=C1CCC[C@@H]2Cc3nc4ccccc4cc3[C@@H]3CCN1[C@H]23
→ -2, 2, 1, -5, 1, -3, 9, 0
Clc1ccc2c(c1)C1=C(C(c3ccncc3)O2)C(c2ccc(Br)cc2)n2ncnc2N1 (stereo unspecified)
→ nt, -1, nt, nt, nt, -1, 14, -2
NCCCC[C@H]1CNC(=O)C(=O)N1CC1CCCCC1
→ -6, 10, -6, 2, 2, -2, nt, -4
Cc1nn(-c2ccc(Cl)cn2)c2c1C(=O)CC(C)(C)C2Br (stereo unspecified)
→ 15, 2, 15, 9, 10, nt, nt, -3
CCC(NC(=O)NCc1ccccc1)(C(F)(F)F)C(F)(F)F
→ -1, 4, 39, 0, 16, nt, nt, nt
CCN1CCc2c(OCC(=O)N3CCC(C)CC3)cccc2C1=O
→ -2, nt, -5, 6, -1, -1, 12, 1
CCOC(=O)c1cccc(-n2c(C)cc(C=O)c2C)c1
→ nt, 7, -19, nt, 2, -6, nt, nt
CC1CCCCN1C(=O)C(=O)c1cn(CC(=O)N2CCCCCC2)c2ccccc12 (stereo unspecified)
→ 3, 4, 18, 16, 15, nt, nt, 2
CC(=O)N(C)C[C@@H]1Oc2cc(C#Cc3cccc(F)c3)ccc2S(=O)(=O)N([C@@H](C)CO)C[C@H]1C
→ 1, 5, nt, 5, 11, 1[16.7 µM], nt, -3
Cc1ccc(-n2c(C)nc3c(cnn3-c3ccccc3Cl)c2=O)cc1C
→ nt, 20, -9, nt, nt, nt, 3, 1
COc1ccc(S(=O)(=O)NC(=O)C2(C)CCN2C(=O)C2CCCCC2)cc1OC (stereo unspecified)
→ -2, 4, 4, 0, -33, -3, 10, -1
CC1CCC(NC(=O)c2ccc(Br)o2)CC1 (stereo unspecified)
→ -1, 2, -31, -32, -14, -5, 0, -1
O=C(C[C@@H]1CC[C@H]2[C@@H](COC[C@@H](O)CN2Cc2nccs2)O1)NCc1ccc(F)cc1
→ 10, 1, 15, -1, -4, 3[16.7 µM], 1, -2
Nc1nnc(SCC(=O)NC2CCCc3ccccc32)s1 (stereo unspecified)
→ -4, 17, 17, 4, 34, nt, 1, nt
C[C@H](CO)N1C[C@H](C)[C@@H](CN(C)C(=O)NC2CCCCC2)Oc2ncc(C#CCN(C)C)cc2C1=O
→ -21, 1, -25, -7, 19, -6[16.7 µM], -2, -11
CCOC(=O)CCc1c(C)nc(-n2[nH]c(C)c(CCO)c2=O)[nH]c1=O
→ 14, -3, -4, -1, 3, 0, -3, 4

Molecules from the list above that contain an aryl methoxy group, in the order listed:
Below each compound: Casp6 inh, FN deposition inh, PAX8 inh HTS, EWS-Fli inh, LGR2 inh, miR-122 sensor, PGC1a acetyl inh, Cneo AK release
COc1cccc(CNC(=O)C2(C)Oc3ccccc3NC2=O)c1 (stereo unspecified)
→ nt, 4, -9, nt, nt, -1, -16, 1
COc1ccc(S(=O)(=O)Nc2ccc3c(c2)CC(=O)N([C@H](C)CO)C[C@@H](C)[C@@H](CN(C)S(=O)(=O)c2ccc(Cl)cc2)O3)cc1
→ 1, nt, 3, -6, -9, -1[16.7 µM], 7, 0
COc1cccc(/C=N/NC(=O)C(=O)N2CCCCCC2)c1O
→ -16, -3, 15, 6, 13, -5, nt, 4
COc1ccccc1-c1cnc2c(c1)C(=O)N([C@H](C)CO)C[C@@H](C)[C@H](CN(C)C(=O)CC1CC1)O2
→ -1, -1, nt, 1, -4, -3[16.7 µM], -4, 2
COc1cc(OC)cc(C(=O)Nc2sc3c(c2C(N)=O)CCC3)c1
→ 2, -3, -81, -93, -42, 5, -10, -2
COc1ccc(CCNC(=O)C2CC(c3ccccc3F)=NO2)cc1 (stereo unspecified)
→ nt, -13, -4, -31, 7, 6, nt, 0
COc1ccc(NC(=O)Nc2ccc3c(c2)C(=O)N([C@H](C)CO)C[C@@H](C)[C@H](CN(C)C(=O)CCCN(C)C)OCCCC[C@@H](C)O3)cc1
→ -1, nt, nt, -12, 2, 0[16.7 µM], 10, 0
COc1ccc(S(=O)(=O)NC(=O)C2(C)CCN2C(=O)C2CCCCC2)cc1OC (stereo unspecified)
→ -2, 4, 4, 0, -33, -3, 10, -1
